Compound activity: PubChem, National Center for Advancing Translational Sciences (NCATS)
WRN inhibitor = qHTS for Inhibitors of WRN Helicase; Bifunctional 3'-5' exonuclease/ATP-dependent helicase WRN (Homo sapiens), Q14191; WRN helicase unwinding, fluorescent forked duplex, kinetic; Potency, µM (highest dose often 114 µM), without a hit: top-dose activity change, negative = inhibition, usual class: inhibitors; hit rate 0.46% among 360,000; AID 651768, 2012; also: potency is read from the fitted curve at half-maximal effect; % is scaled to controls: 0 for no effect and ±100 for the full control effect; nearly all actives have a fitted effect of over 55% in size
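Fluorescence dequenching readout, ex 525 nm/em 598 nm, kinetic mode: forked duplex DNA (100 nM final) with adjacent fluorophore and quencher unwound by WRN (20 nM final) with 2 mM ATP. Compound preincubation 15 min, room temperature.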
PI5P4Ka inh = qHTS for Inhibitors of phosphatidylinositol 5-phosphate 4-kinase (PI5P4K) | PI5P4Kalpha enzyme, ADP-Glo luminescence, 60 min; active compounds read low | Phosphatidylinositol 5-phosphate 4-kinase type-2 alpha (Homo sapiens), P48426 | hit rate 1.2% among 330,000 | max response, % | AID 652105, 2013; active = max response of -50% or lower; inconclusive = between -30% and -50%; inactive = -30% or higher; also: value at the top dose of about 77 µM; % is scaled to controls: 0 for no effect and ±100 for the full control effect
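Single end-point luminescence (ADP-Glo) quantified ADP from PI5P4Kalpha turnover; ATP 5 microM final, 1 h at RT, 0.1% CHAPS and 0.28 mM EGTA in HEPES pH 7.4.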
GLP1R ag = qHTS of GLP-1 Receptor Agonists; Glucagon-like peptide 1 receptor (Homo sapiens), P43220; HEK293 GLP-1R CRE-luciferase, luminescence, 4-6 h; cells express a hypersensitive GLP-1R form; Potency, µM (top dose mostly 45.6 µM), without a hit: at the highest dose activation, actives largely listed as activators; hit rate 0.007% among 380,000; also: potency is read from the fitted curve at half-maximal effect; % of control where 0% means no effect
Target sequence (P43220 whole entry, looked up): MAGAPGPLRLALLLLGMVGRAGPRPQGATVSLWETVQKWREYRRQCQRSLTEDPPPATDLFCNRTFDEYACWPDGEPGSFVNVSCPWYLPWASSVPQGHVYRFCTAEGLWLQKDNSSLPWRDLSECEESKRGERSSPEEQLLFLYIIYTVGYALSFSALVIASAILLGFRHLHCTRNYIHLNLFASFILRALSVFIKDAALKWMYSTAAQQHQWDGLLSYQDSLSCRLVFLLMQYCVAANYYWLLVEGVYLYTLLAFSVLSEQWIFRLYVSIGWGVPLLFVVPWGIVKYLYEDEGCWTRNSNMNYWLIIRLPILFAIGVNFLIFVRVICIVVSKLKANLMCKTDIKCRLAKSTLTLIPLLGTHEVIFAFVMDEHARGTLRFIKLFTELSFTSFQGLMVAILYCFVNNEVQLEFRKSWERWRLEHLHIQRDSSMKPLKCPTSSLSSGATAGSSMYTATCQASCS
GLP1R cytotox = qHTS of GLP-1 Receptor Inverse Agonists: Cytotox Screen. AID 624418, 2012. HEK293 cAMP-luciferase reporter cells, luminescence, 24 h. hit rate 0.13% among 410,000. Potency, µM (highest dose often 38.3 µM), without a hit: at the top dose activity change, negative = inhibition, most hits filed as inhibitors;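 also: loss of luciferase light is scored as toxicity; potency is read from the fitted curve at half-maximal effect; % is scaled to controls: 0 for no effect and ±100 for the full control effect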
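To flag toxic compounds, the library was rerun on cells for 24 hr at 37 deg C and 5% CO2. Viability-linked luminescence was captured 12 min after adding luciferase detection reagent.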
IL-2 act = qHTS of IL-2 Activators. IL-2 activation reporter assay, cell-based qHTS; stimulated with anti-CD3/CD4/CD28 beads; in transgenic mouse T cells. activation, % (series mostly up to about 46 µM). hit rate 0.065% among 360,000. AID 652025, 2013; in the data active = activation above about 50%; inconclusive = mostly about 30% to 49%; also: 0% is about no effect
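First, unstimulated transgenic mouse T cells were exposed to compound for 60 min. Next, anti-CD3/anti-CD4-coated beads with anti-CD28 were added. Finally, after 18 h at 37 degrees C, EGFP and DsRed were imaged.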
D3 antag = qHTS of D3 Dopamine Receptor Antagonist: qHTS; hit rate 2.5% among 360,000; max response, negative = inhibition, %; D3R cells, DiscoveRx beta-arrestin luminescence, antagonist mode; active compounds read low; in the data active = max response below about -50%; inconclusive = no clear call, values can overlap the other calls; also: % is scaled to controls: 0 for no effect and ±100 for the full control effect; mostly tested at two doses, the higher about 12 µM
Target sequence (P35462 whole entry, looked up): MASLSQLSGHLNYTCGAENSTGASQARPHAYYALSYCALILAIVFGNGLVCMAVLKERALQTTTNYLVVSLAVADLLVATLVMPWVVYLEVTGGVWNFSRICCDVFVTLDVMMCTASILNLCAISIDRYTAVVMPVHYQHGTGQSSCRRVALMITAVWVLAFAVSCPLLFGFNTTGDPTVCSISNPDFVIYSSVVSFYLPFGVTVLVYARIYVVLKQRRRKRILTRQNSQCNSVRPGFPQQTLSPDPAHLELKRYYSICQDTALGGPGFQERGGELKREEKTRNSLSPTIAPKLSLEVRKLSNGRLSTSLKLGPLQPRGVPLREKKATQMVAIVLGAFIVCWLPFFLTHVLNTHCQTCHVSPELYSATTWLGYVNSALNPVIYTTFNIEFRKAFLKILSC
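Cells expressing the human receptor were seeded at 1500 cells/well, incubated overnight at 37 degrees C in 5% CO2, then exposed to library compounds with dopamine controls for 90 minutes at 37 degrees C before luminescent detection.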
DRD3 agonist = qHTS of D3 Dopamine Receptor Agonist: qHTS; hit rate 0.58% among 410,000; D3R DiscoveRx beta-arrestin cells, luminescence, 90 min; AID 652048, 2013; max activation, %; in the data active = max activation above about 30%; also: 0% is about no effect; mostly tested at two doses, the higher about 12 µM
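Agonist mode: compounds and dopamine controls were applied to plated cells for 90 min at 37 degrees C after an overnight attachment at 1500 cells/well. Luminescent read-out followed 30 - 60 minutes at room temperature with DiscoveRx detection reagent.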
PLK1 PBD inh = qHTS for Inhibitors of PLK1-PDB (polo-like kinase 1 - polo-box domain): Primary Screen. Serine/threonine-protein kinase PLK1 (Homo sapiens), P53350. hit rate 2.8% among 360,000. Plk1 PBD binding of FITC phosphopeptide, fluorescence polarization. Potency, µM, without a hit: max response, negative = inhibition, hits mostly inhibitors; also: potency is read from the fitted curve at half-maximal effect; series mostly up to about 57 µM; % is scaled to controls: 0 for no effect and ±100 for the full control effect; nearly all actives have a fitted effect of over 65% in size
GLP-1R inv ag = qHTS of GLP-1 Receptor Inverse Agonists (Inhibition Mode); Glucagon-like peptide 1 receptor (Homo sapiens), P43220; HEK293 GLP-1R CRE-luciferase, luminescence, 24 h; GLP-1R form is constitutively active; Potency, µM (series often up to 38.3 µM), inactives show at the top dose activity change, negative = inhibition, most hits filed as inhibitors; hit rate 1.6% among 410,000; also: potency is read from the fitted curve at half-maximal effect; % is scaled to controls: 0 for no effect and ±100 for the full control effect; nearly all actives have a fitted effect of over 55% in size
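HEK293 cells stably co-expressing a cAMP-responsive luciferase reporter and constitutively active GLP-1R were seeded, incubated 12 h, then exposed to compounds for 24 h at 37 C. Luminescence was read 12 min after detection reagent; inverse agonists lower signal.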
* = called active by the depositor; ? = inconclusive; . = no result given; & = joins results of further samples; [ ] = another dose, or the depositor's remark. Unless noted, calls follow the shape of the dose curve; as a rule, active = well fitted curve in the direction sought with a large enough effect; inconclusive = small, poorly fitted or top-dose-only effect, or another doubt; inactive = no such curve, though single readings can be large; an effect the other way counts as inactive or inconclusive. The order is random, and some 7.8% of all compounds hit somewhere here.

Fields: WRN inhibitor, PI5P4Ka inh, GLP1R ag, GLP1R cytotox, IL-2 act, D3 antag, DRD3 agonist, PLK1 PBD inh, GLP-1R inv ag
(1) Cc1ccc(OCC(=O)Nc2c(C)ccc3nsnc23)cc1
  -3%, 0, 8%, 7%, 0.5, 4, 3, -9%, 2%
(2) c1csc(-c2nn3c(Cn4nnc5ccccc54)nnc3s2)c1
  -5%, ., -8%, -2%, 0.7, ?, -9, -9%, 3%
(3) CCC(=O)N1c2ccc(S(=O)(=O)N3CCCC3)cc2CC1C (configuration not stated)
  -4%, 4, -8%, 13%, -0.7, 21, 0, -2%, 0%
(4) O=C(Nc1nccs1)c1cc2c(s1)-c1ccccc1OC2
  11%, 1, -1%, 0%, -2.3, 37, -1, -8%, -15%
(5) COc1cccc(NC(=O)C2CCCN2S(=O)(=O)c2ccc3nc(-c4ccccc4)[nH]c3c2)c1 (configuration not stated)
  ., ., 3%, ?, ., ., 2, ., ?
(6) O=C(Cc1ccc(Cl)cc1)N1CCN(C(=O)c2ccco2)CC1
  6%, 0, -11%, -5%, -1.1, 1, -1, -21%, -1%
(7) CCC1S/C(=N\S(=O)(=O)c2cccs2)N(C2CCCCC2)C1=O (configuration not stated)
  -4%, 1, 17%, -1%, -0.5, -10, -7, -8%, -26%
(8) Cc1ccccc1CN1[C@@H](C(C)C)COCCS1(=O)=O
  -5%, -3, -3%, 11%, -0.8, 0, 0, -17%, -19%
(9) Cc1ccc(S(=O)(=O)Nc2nc3ccccc3nc2N2CCc3ccccc3C2)cc1
  0%[57.1 µM], -8, 16%, 38%, -2.5, -51*, 1, ?, ?
(10) CN1C(=O)c2ccccc2Sc2ccc(NC(=O)N3CCOCC3)cc21
  -14%, 7, 8%, -1%, -0.3, -13, -1, -8%, 16%
(11) CC(=O)c1ccc(N2CCN(C(=S)Nc3ccccc3C(F)(F)F)CC2)cc1
  4%, -12, 0%, 5%, -0.8, 1, -1, -11%, -29%
(12) COc1ccc(-c2ccc(CN3C(CC(C)C)C(=O)N(Cc4cn(CC5CCCCC5)nn4)CCS3(=O)=O)cc2)cn1 (configuration not stated)
  -3%, -1, 9%, 22%, -4.7, 1, 3, -1%, ?
(13) CCOc1ccccc1NC(=O)Cn1c(=O)c(OCC)nc2cnccc21
  6%, -6, 9%, -26%, -0.5, 0, 1, 6%, 11%
(14) COc1ccc(S(=O)(=O)NCCc2ccccn2)cc1
  -17%, 2, 5%, -8%, 0.4, 12, 21, 2%, 8%
(15) CCCCOC(=O)c1ccc(NC(=O)COC(=O)C2CSC3(C)CCC(=O)N23)cc1 (configuration not stated)
  0%, 9, 3%, 18%, -4.6, 3, -12, 3%, 19%
(16) CCCc1cc(C(=O)N/N=C/c2ccc(C)o2)c2ccccc2n1
  -19%, 0, 10%, ?, 2.1, -10, -1, 1%, ?
(17) CCOc1ccc(N(CC(=O)NC2CCCCCC2)S(=O)(=O)c2ccccc2)cc1
  -17%, -6, -8%, 6%, -0.5, 4, -4, -6%, 27%
(18) O=C(/C=C/c1ccc2c(c1)OCO2)NCCCN1CCOCC1
  6%, -8, 4%, 8%, 0.0, -18, -10, -7%, 23%
(19) Cc1cccc2cc(COC(=O)c3cccc([N+](=O)[O-])c3)c(=O)[nH]c12
  0%, -4, 8%, -6%, -2.9, 21, -1, -6%, 11%
(20) Cc1cccc(C(=O)OCC(=O)Nc2ccc(F)cc2)c1
  ?, 2, 11%, 1%, -3.1, ?, -17, 19%, -2%
(21) Cc1sc2ncn(CC(=O)N3CCN(c4ccccc4F)CC3)c(=O)c2c1S(=O)(=O)N1CCN(c2ncccn2)CC1
  ., ., -2%, 1%, ., ., 9, ., 14%
(22) c1ccc2[nH]c(-c3cscn3)nc2c1
  -2%, -8, 3%&3%, 6%, 0.1, 2, -22&-5, -14%, 1%
(23) COCCn1c(SCC(=O)N2CCCc3ccccc32)nnc1-c1ccco1
  4%, ., 3%, 4%, 0.1, -2, -7, -4%, 3%
(24) COc1cccc(CNCCSc2nnnn2C)c1OC
  -13%, ., 10%, 0%, 1.0, -20, -2, 0%, 16%
(25) COc1ccc(CNC(=O)C2CCN(C(=O)c3ccc(F)cc3)CC2)cc1OC
  7%, 1, -3%, -29%, 4.5, 1, 5, 0%, 8%
(26) CCC(C)NC(=O)c1cc(-c2ccccc2O)on1 (configuration not stated)
  -4%, 8, -3%, -1%, -1.2, -4, 1, 6%, 9%
(27) Cc1ccc(NS(=O)(=O)c2ccc3[nH]c(=O)[nH]c3c2)cc1
  -5%[57.1 µM], -6, -4%, -13%, -3.2, -8, 28, -5%, 28%
(28) COc1cccc(-c2nnc(SCC(=O)N3CCCc4ccccc43)o2)c1
  -8%, -8, -1%, -10%, -0.5, -52*, 1, -19%, ?
(29) Cc1ccccc1NC(=O)NCCN1C(=O)C2C3C=CC(C3)C2C1=O (configuration not stated)
  0%, 0, 1%, 26%, -1.6, ?, -6, -16%, 5%
(30) C=CCN(C(=O)CSc1nc2c(sc3ccccc32)c(=O)n1CCN(CC)CC)c1ccccc1
  2%, 3, 1%, 6%[0.307 µM], -0.7, -3, -13, -9%, -13%[0.307 µM]

Fields: WRN inhibitor, PI5P4Ka inh, GLP1R ag, GLP1R cytotox, IL-2 act, D3 antag, DRD3 agonist, PLK1 PBD inh, GLP-1R inv ag
(31) O=C(CCn1cccc1)Nc1cc(F)ccc1F
  -2%, 7, -1%, -12%, -0.1, -9, -7, -7%, 1%
(32) COc1ccc(Cl)cc1NC(=O)CN(C)C(=O)COc1ccccc1F
  1%, -2, -9%, 8%, -2.1, 4, -2, -3%, ?
(33) NC(=O)C1=C[C@H](c2ccc(Br)cc2)C[C@H](OCc2ccc(CO)cc2)O1
  3%, -10, 5%, -9%, -0.1, -8, -2, -10%, 8%
(34) O=C(c1ccco1)N1CCN(C(c2ccccn2)c2nnnn2C2CCCC2)CC1 (configuration not stated)
  -2%, ., -9%, ?, 0.2, 6, -1, -15%, 0%
(35) CCN1CCN(CC(=O)c2c[nH]c3ccc(C)cc23)CC1
  13%, -2, 10%, -18%, -1.9, -16, -6, -6%, 0%
(36) COc1cc(C2c3sc(=O)[nH]c3SC3C4CCC(C4)C23)ccc1O (configuration not stated)
  -7%, ., 5%, -22%, -0.5, -8, -9, ?, 2%
(37) O=C(Nc1nc2ccccc2s1)C1CCCN1S(=O)(=O)c1ccc(Cl)cc1 (configuration not stated)
  -14%, 5, 1%, -1%, 0.3, 20, 1, -2%, 0%
(38) CCOC(=O)c1sc(NC(=O)CC)nc1C
  2%, -2, 16%, -1%, -0.6, 4, 5, -10%, 41%[activator]
(39) Cc1c(C(=O)NCCCN2CCCC2=O)oc2ccccc12
  6%, ., -16%, 12%, -1.1, 4, -5, -1%, 0%
(40) Cc1ccc(NC(=O)C(Nc2ccccc2)c2ccccc2)cc1 (configuration not stated)
  -25%, 0, 6%, 2%, 0.2, 1, -4, -4%, -22%
(41) O=C(NCCc1cccs1)Nc1ccc2nc([C@@H]3O[C@H](CO)[C@@H](O)[C@H]3O)[nH]c2c1
  7%[57.1 µM], -1, -1%, 5%, -0.5, 32, 3, 2%, 3%
(42) Cc1ccc(/C=N/NC(=O)C2CC(=O)N(c3ccccc3)C2)s1 (configuration not stated)
  2%, 1, 7%, ?, 2.1, -18, 2, -4%, ?
(43) COc1ccc(-n2nc(C(=O)NCC(=O)N3CCN(c4ccccn4)CC3)c3ccccc3c2=O)cc1OC
  -1%, 5, 15%, 3%, -2.3, 42, 5, -5%, 17%
(44) CCN(CC(=O)NCc1cccs1)S(=O)(=O)c1ccc(F)c(F)c1F
  -17%, -6, -8%, 5%, -0.4, 4, 0, -8%, -22%
(45) CCOC(=O)c1ccc(NC(=O)NC2CC3CCC(C2)N3C(=S)NC)cc1 (configuration not stated)
  0%, 1, 5%, 5%[0.307 µM], 0.4, 16, 3, -5%, -17%[0.307 µM]
(46) C/C(=N\NC(=O)C(=O)Nc1cccc(Cl)c1)c1ccncc1
  -23%, -10, -4%, 8%, -3.4, 28, 18, -8%, -26%
(47) CC(=O)c1cccc(NC(=S)Nc2ccc(F)cc2)c1
  1%, -4, 6%, 5%, -1.5, -22, -1, -18%, 0%
(48) COC(=O)Cn1nc(-c2ccccc2)n(-c2ccccc2)c1=S
  5%, 7, -8%, 0%, -0.8, 16, 1, -5%, -2%
(49) COc1ccc(OC)c(NC(=O)NCCc2cccc(Cl)c2)c1
  -1%, 0, 7%, -8%, -2.4, 6, -16, 8%, ?
(50) NC1=NC2=C(CCCC2)C2(CCCCC2)S1
  5%, ., -5%, ?, -2.1, 16, -5, -9%, ?
(51) Cc1cc(NC(=O)COC(=O)c2cccc(O)c2)no1
  2%, -1, 15%, 0%, -1.5, -9, -2, 3%, 2%
(52) COc1ccc(CNS(=O)(=O)c2ccc(N3CCCC3)cc2Br)cc1
  -2%, -27, 3%, 6%, 0.1, -5, 8, 24µM*, 12%
(53) Cc1cc(C(=O)NCCCC(=O)O)c(C)o1
  4%, 0, -2%, 3%, -2.4, 8, 1, -5%, 3%
